Source: PubChem (National Center for Advancing Translational Sciences (NCATS))
GLP1R inv ag: inverse agonists of human GLP-1 receptor; P43220; HEK293 GLP-1R CRE-luciferase, luminescence, 24 h; GLP-1R form is constitutively active; Potency, µM (highest dose often 38.3 µM), inactives show top-dose activity change, negative = inhibition, usual class: inhibitors; 410,000 compounds, 1.6% hits; also: potency is read from the fitted curve at half-maximal effect; % is scaled to controls: 0 for no effect and ±100 for the full control effect; nearly all actives have a fitted effect of over 55% in size
Target sequence (P43220 whole entry, looked up): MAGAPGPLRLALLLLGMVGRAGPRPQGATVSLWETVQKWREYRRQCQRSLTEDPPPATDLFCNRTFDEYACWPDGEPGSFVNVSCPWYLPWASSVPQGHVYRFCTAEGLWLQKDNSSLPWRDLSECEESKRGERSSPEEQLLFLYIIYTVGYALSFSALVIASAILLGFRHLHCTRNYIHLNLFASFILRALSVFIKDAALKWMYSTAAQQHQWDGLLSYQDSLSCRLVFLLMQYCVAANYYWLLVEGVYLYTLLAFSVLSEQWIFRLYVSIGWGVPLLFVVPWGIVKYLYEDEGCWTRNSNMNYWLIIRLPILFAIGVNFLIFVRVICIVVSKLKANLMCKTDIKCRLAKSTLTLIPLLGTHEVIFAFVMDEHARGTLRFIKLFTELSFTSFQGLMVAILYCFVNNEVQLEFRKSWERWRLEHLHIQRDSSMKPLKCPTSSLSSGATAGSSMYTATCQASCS
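Luminescence readout: a drop in cAMP-driven luciferase signal flags inverse agonism at a constitutively active GLP-1R stably expressed in HEK293. Compound exposure lasted 24 hr at 37 deg C, 5% CO2.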
EPAC1 antag: EPAC1 (human) antagonism; AID 720709; Potency, µM (titrated, usually from 115 µM), for inactives: top-dose activity change, negative = inhibition, usual class: inhibitors; EPAC1 GEF assay, Rap1b-BODIPY-GDP exchange fluorescence; O95398; 360,000 compounds, 0.14% hits;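 also: potency is read from the fitted curve at half-maximal effect; plate controls were vehicle for no effect and positive control for full effect; nearly all actives have a fitted effect of over 50% in size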
GLP-1R agonist: activates the human GLP-1 receptor; P43220; HEK293 GLP-1R CRE-luciferase, luminescence, 4-6 h; cells express a hypersensitive GLP-1R form; Potency, µM (series often up to 45.6 µM), for the others: top-dose activation, hits mostly activators; 380,000 compounds, 0.007% hits; also: potency is read from the fitted curve at half-maximal effect; % of control where 0% means no effect
PLK1 PBD block: inhibitors of human PLK1 polo-box domain binding. P53350. Plk1 PBD binding of FITC phosphopeptide, fluorescence polarization. Potency, µM, inactives show max response, negative = inhibition, hits mostly inhibitors. 360,000 compounds, 2.8% hits. AID 720504; also: potency is read from the fitted curve at half-maximal effect; series mostly up to about 57 µM; % is scaled to controls: 0 for no effect and ±100 for the full control effect; nearly all actives have a fitted effect of over 65% in size
GLP1R cytotox: cytotoxicity in counter-screen for GLP-1R inverse agonists; HEK293 cAMP-luciferase reporter cells, luminescence, 24 h; Potency, µM (series often up to 38.3 µM), for inactives: at the top dose activity change, negative = inhibition, hits mostly inhibitors; 410,000 compounds, 0.13% hits; AID 624418;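 also: loss of luciferase light is scored as toxicity; potency is read from the fitted curve at half-maximal effect; % is scaled to controls: 0 for no effect and ±100 for the full control effect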
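A 23 nL compound transfer followed 12 hours of cell culture at 37 deg C; exposure then lasted 24 hr. Luciferase assay detection reagent was dispensed and plates read for luminescence after a 12 min room-temperature wait.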
EPAC1 agonist: agonists of human EPAC1. EPAC1 agonist qHTS, biochemical assay; response scale: 100% = response to 6.5 mM cAMP. Potency, µM (highest dose often 154 µM), without a hit: at the top dose activation, most hits filed as activators. 360,000 compounds, 0.073% hits. AID 720707; also: potency is read from the fitted curve at half-maximal effect; nearly all actives have a fitted effect of over 60% in size
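Normalized to 6.5 mM cAMP, activity reflects EPAC1-catalysed release of BODIPY-GDP from Rap1B, followed kinetically over 30 min at 480 nm excitation, 540 nm emission. Reaction contained 100 nM EPAC1, 250 nM Rap1B-BODIPY-GDP, 50 uM GDP.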
IL-2 act: activators of IL-2 | activation, % (series mostly up to about 46 µM) | IL-2 activation reporter assay, cell-based qHTS; stimulated with anti-CD3/CD4/CD28 beads; in transgenic mouse T cells | AID 652025 | 360,000 compounds, 0.065% hits; in the data active = activation above about 50%; inconclusive = mostly about 30% to 49%; also: 0% is about no effect
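EGFP and DsRed fluorescence is measured by plate cytometry in unstimulated transgenic mouse T cells exposed to compound for 60 minutes, then stimulated 18 hours at 37 degrees C with anti-CD3/anti-CD4 beads plus anti-CD28.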
PTHR1 ag: activates the human parathyroid hormone receptor PTHR1; Potency, µM (doses to about 115 µM), for inactives: at the top dose activation, hits mostly activators; 410,000 compounds, 0.075% hits; AID 743266; Q03431; HEK293 GP2 PTHR1 cells, GloSensor cAMP luminescence, 1 h; also: potency is read from the fitted curve at half-maximal effect; nearly all actives have a fitted effect of over 55% in size; some results filed as inactive show a strong effect at the top dose; inactives centre near -15; many of its hits are not listed in these tables
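HEK-293-derived GP2 cells expressing PTHR1 and a GloSensor cAMP reporter, 3,000/well, plated overnight, given luciferin plus IBMX (each 0.5 mM as added) for 1 h at 37 °C, then compound for 1 h at 37 °C. Luminescence was read after 15 min at room temperature.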
PI5P4K alpha inh: PI5P4K alpha (human) kinase inhibition; P48426; PI5P4Kalpha enzyme, ADP-Glo luminescence, 60 min; hits give low values; max response, %; 330,000 compounds, 1.2% hits; AID 652105; active = max response of -50% or lower; inconclusive = between -30% and -50%; inactive = -30% or higher; also: value at the top dose of about 77 µM; % is scaled to controls: 0 for no effect and ±100 for the full control effect
Target sequence (P48426 whole entry, looked up): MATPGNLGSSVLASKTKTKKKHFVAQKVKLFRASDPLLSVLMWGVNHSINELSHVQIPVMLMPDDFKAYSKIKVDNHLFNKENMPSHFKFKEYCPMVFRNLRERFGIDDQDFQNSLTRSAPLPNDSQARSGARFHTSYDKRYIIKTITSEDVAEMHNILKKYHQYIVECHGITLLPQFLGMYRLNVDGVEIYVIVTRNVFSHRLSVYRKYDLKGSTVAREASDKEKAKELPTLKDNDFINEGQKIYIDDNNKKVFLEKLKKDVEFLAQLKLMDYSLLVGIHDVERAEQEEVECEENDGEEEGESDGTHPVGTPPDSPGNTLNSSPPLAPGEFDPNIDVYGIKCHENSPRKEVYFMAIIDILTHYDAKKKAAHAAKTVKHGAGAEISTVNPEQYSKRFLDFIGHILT
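Controls without substrate or without enzyme flank wells where PI5P4Kalpha converts substrate using 5 microM ATP (final). Incubation lasts 60 minutes at room temperature; ADP formed is read by ADP-Glo luminescence.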
* = called active by the depositor; i = inactive; ? = inconclusive; nt = not tested or not shown; & = joins results of further samples; [ ] = remark or other dose. Unless noted, calls follow the shape of the dose curve; as a rule, active = well fitted curve in the direction sought with a large enough effect; inconclusive = small, poorly fitted or top-dose-only effect, or another doubt; inactive = no such curve, though single readings can be large; an effect the other way counts as inactive or inconclusive. Only part of the results is shown; rates above refer to the full screens.

Below each compound – GLP1R inv ag, EPAC1 antag, GLP-1R agonist, PLK1 PBD block, GLP1R cytotox, EPAC1 agonist, IL-2 act, PTHR1 ag, PI5P4K alpha inh
CC(C)(CO)CNc1ccn2nccc2n1
→ ?, 11%, -11%, -6%, -18%, 2%, -0.3, -12%, 0
O=C(Nc1ccc(Cl)c(Cl)c1)N1CC=CCC1
→ ?, 0%, -9%, 0%, 1%, -7%, -3.3, -43%, -1
O=C(CCn1nc(-c2ccccc2)ccc1=O)NCCCN1CCCCCC1
→ 4%, 8%, 6%, -2%, 9%, -6%, -0.7, i, -8
CC1CCCC(NC(=O)CSc2ncnc3ccccc23)C1C (configuration not stated)
→ ?, -11%, -6%, -13%, 2%, 5%, -0.6, i, 4
CC(C)N(C(=O)CSc1nnc(NC(=O)c2cccs2)s1)C(C)C
→ -12%, 0%, 5%, 1%, 2%, -8%, -1.2, 13%[57.5 µM], nt
O=C(NCCCN1CCCC1=O)c1ccc(NS(=O)(=O)c2ccccc2)cc1
→ 9%, -11%, 5%, 2%, 6%, 8%, 0.4, i, 3
Clc1ccccc1CSc1nncn1NC/C=C/c1ccccc1
→ ?, -22%, 17%, -8%, -7%, -6%, -0.3, -15%, 1
CC1(C)Cc2c(cnn2-c2cccc(F)c2)C(NC(=O)Cn2cccn2)C1 (configuration not stated)
→ -3%, 3%, 11%, -1%, -2%, 5%, -2.6, -24%, -5
CC(NC(=O)NC1CCCCC1)c1ccc2c(c1)OCO2 (configuration not stated)
→ ?, -10%, 4%, -4%, -3%, 15%, -3.0, -5%, 1
CCCS(=O)(=O)NC(=O)C1(C)CCCN(C(=O)c2cc(C)on2)C1 (configuration not stated)
→ 9%, -17%, -2%, -2%, 0%, 11%, -0.3, -28%, -1
O=C(NC(Cc1ccccc1)C(=O)N1CCc2ccccc2C1)c1ccccc1 (configuration not stated)
→ 8.9µM*, -8%, 13%, -1%, 2%, 4%, 0.4, -21%, -2
Cc1cc(Cl)ccc1NC(=S)NC1CCCC1
→ ?, -2%, 20%, -12%, ?, 1%, -0.3, -1%, -1
Cn1c(=O)c2c(SCC(=O)Nc3ccccc3F)nc(C3CC3)nc2n(C)c1=O
→ 14%, 4%, -7%, -3%, 7%, 4%, -0.1, -23%, 5
CCOc1cc(Br)c(/C=C2/C(=O)N(C)C(=S)N2CC(=O)OC)cc1OC
→ -15%, 22%, 7%, -15%, -4%, -26%, 100*, -4%, 3
COc1cccc(CNC(=O)COc2ccc(C(=O)c3ccccc3)cc2)c1
→ ?, -16%, 6%, 0%, -21%, 3%, -2.5, -24%, -3
COc1cccc2c1cc1c(=O)n(CC(=O)NC3CCCCC3)nc(C)n12
→ -9%&8%, 5%, -1%, -7%, -9%&5%, 6%, 1.6, -13%&-23%, 3
CCn1c(SCC(=O)Nc2nccs2)nnc1C1CC1
→ 7%, 4%, -5%, -4%, 2%, 3%, -2.1, 4%, 4
Cc1ccc(S(=O)(=O)c2cc(Nc3ccccc3)ccc2O)cc1
→ ?, -21%, 0%, -30%, -9%, 9%, -1.0, i, -6
O=C1CSC(c2cccnc2)N1c1ccccc1 (configuration not stated)
→ 22%, 6%, -6%, -14%, 4%, -3%, -0.5, i, 3
CCC(=O)N1c2ccc(S(=O)(=O)CCC(=O)N3CCn4c3nc3ccccc34)cc2CC1C (configuration not stated)
→ 5%, 5%, -9%, -4%, 3%, 0%, 0.3, -6%, -1
CCCN(C(=O)c1cccc(S(=O)(=O)N2CCN(Cc3ccccc3)CC2)c1)C1CCS(=O)(=O)C1 (configuration not stated)
→ 1%, -9%, -6%, -4%, 11%, -8%, -4.6, -7%, 1
Cc1ccc2c(c1)/C(=N/O)CCS2
→ ?, -14%, 1%, -13%, -6%, 1%, 1.4, -5%[57.5 µM], 3
COc1ccccc1CNC(=O)COC(=O)c1sc(C)nc1C
→ 5%, 5%, -8%, -9%, -3%, 0%, 0.7, -8%, -7
O=C(COc1ccc2ccc(=O)oc2c1)NC(Cc1ccc(Cl)cc1)C(=O)O (configuration not stated)
→ ?, 2%, -2%, -8%, -2%, -10%, 2.0, -11%, 6
COCCCNC(=O)COc1ccc(-c2nccc(-c3ccccn3)n2)cc1
→ 82%[activator], -7%, ?, -1%, -6%, 6%, -2.6, -37%[inhibitor], 4
O=C(COC(=O)c1ncc(Cl)c(Cl)c1Cl)NCc1cccs1
→ -5%, 6%, -11%, -1%, -4%, 6%, 1.3, -13%, 0
O=C(NC1CCCN(Cc2ccc(Cl)cc2)C1)c1c(F)cccc1F (configuration not stated)
→ ?, 15%, -2%, 0%, -5%, 2%, -1.8, -4%, -1
O=C(CCS(=O)(=O)Cc1ccccc1)NCCc1ccccc1
→ 2%, -18%, 3%, -4%, -4%, 5%, 0.3, i, 3
CC1CC(=O)N(CC(=O)Nc2ccc(Br)cc2)c2ccccc2S1(=O)=O (configuration not stated)
→ -3%, -6%, 6%, -6%, 3%, -9%, -0.4, 0%, 3
CCCCNc1cc(C)nc(N2CCOCC2)n1
→ 5%, 9%, 17%, -2%, -2%, -1%, -2.2, -21%, 2

The last three entries of the section before open the next one:
Below each compound – GLP1R inv ag, EPAC1 antag, GLP-1R agonist, PLK1 PBD block, GLP1R cytotox, EPAC1 agonist, IL-2 act, PTHR1 ag, PI5P4K alpha inh
O=C(CCS(=O)(=O)Cc1ccccc1)NCCc1ccccc1
→ 2%, -18%, 3%, -4%, -4%, 5%, 0.3, i, 3
CC1CC(=O)N(CC(=O)Nc2ccc(Br)cc2)c2ccccc2S1(=O)=O (configuration not stated)
→ -3%, -6%, 6%, -6%, 3%, -9%, -0.4, 0%, 3
CCCCNc1cc(C)nc(N2CCOCC2)n1
→ 5%, 9%, 17%, -2%, -2%, -1%, -2.2, -21%, 2
CCCOc1ccc(OCCCCNC(C)CC)cc1 (configuration not stated)
→ ?, ?, -9%, -7%, -6%, 14%, -3.5, i, -3
CN(C)CCNC(=O)c1ccc2c(c1)N(Cc1ccc(F)cc1)CCS2
→ 3.2µM*, -26%, -3%, -8%, 1%, -12%, -3.1, -14%, -8
COc1ccc(CNC(=O)O[C@]23C[C@H]4C(=O)N(c5ccccc5)C(=O)[C@H]4C[C@@]2(O)CN(S(=O)(=O)c2ccc(C)cc2)C3)cc1OC
→ 12%, -5%, 1%, 0%, 2%, -5%, 2.3, -25%, 10
Cc1ccc(NC(=O)CN2C(=O)NC(C)(c3ccccc3)C2=O)c(C)c1 (configuration not stated)
→ -11%, -21%, 8%, -13%, 5%, 0%, -2.6, 21%, 5
N#Cc1nc(Cc2ccccc2)oc1NCCN1CCOCC1
→ 0%, -4%, -2%, -5%, 23%, -2%, -0.5, -36%[inhibitor][57.5 µM], nt
CC(=O)N1c2c(cc(Br)cc2S(=O)(=O)NCc2ccc(C)cc2)CC1C (configuration not stated)
→ 8%, 0%, 6%, -3%, 14%, 5%, -1.0, -46%[inhibitor], 7
COc1ccc(CCNS(=O)(=O)c2ccc(Br)cc2)cc1
→ ?, -16%, -5%, -10%, -1%, -2%, -1.4, -1%, 2
O=C(/C=C/c1ccc([N+](=O)[O-])cc1)c1cccs1
→ 18%, -5%, 0%, ?, -9%, 3%, -3.7, -48%[inhibitor], 1
O=C(Cc1ccc(Cl)c(Cl)c1)Nc1ccc(SC(F)F)cc1
→ ?, -12%, 7%, -8%, 14%, 6%, -4.4, -50%[inhibitor], 4
O=C(O)CC(c1ccccc1)N1C(=O)c2cccc([N+](=O)[O-])c2C1=O (configuration not stated)
→ 8%, -2%, -1%, -16%, 31%[activator], 7%, -0.2, i, -1
COc1ccc(C(CNC(=O)COc2ccccc2)N2CCCCC2)cc1 (configuration not stated)
→ 1%, 20%, 0%, 4%, 13%, -10%, -0.6, ?, 3
CC(=O)N1CCN(C(=S)c2cccc([N+](=O)[O-])c2)CC1
→ 22%, -4%, 0%, -26%, -6%, -8%, 0.4, i, -8
N#Cc1nc(-c2ccco2)oc1N1CCN(C(c2ccccc2)c2ccccc2)CC1
→ 10µM*, 0%, 3%, 4%, -5%, 15%, -3.0, -7%[57.5 µM], nt
Nc1ccnc(=O)[nH]1
→ -3%, 13%, 4%, -2%, -8%, -17%, 0.0, -23%, -8
CCN(CC)CCNC(=O)NC1CCCCC1
→ -9%, 8%, -9%, -5%, -21%, -1%, -2.6, i, 1
CC1(C)[C@H]2CC=C(CN3CCC(N4CCC(C(=O)N5CCCC5)CC4)CC3)[C@@H]1C2
→ ?, -7%, 7%, -21%, -2%, -7%, -3.5, -15%, 0
Cc1cc(Cl)c(S(=O)(=O)N2CCCCCC2)cc1OCC(N)=O
→ -21%, 13%, -1%, -2%, -17%, -6%, -1.0, -37%[inhibitor], 1
CC(=O)c1ccc(-c2ccc(C(=O)N3CCN(c4ccc(F)cc4)CC3)o2)cc1
→ -25%, -1%, -2%, 7%, -20%, 11%, -0.7, -43%, 3
CCCn1c(SCC(=O)N2CCCC(C)C2)nnc1-c1ccccn1 (configuration not stated)
→ 3%, -15%, 1%, -10%, 24%, 3%, 1.8, 2%, -2
CC(/C=C/c1ccccc1)=N\NC(=O)c1ccc(Br)cc1
→ -22%, 12%, 0%, -18%, 16%, 9%, 1.0, -18%, 3
COc1cccc(CNC(=O)c2ccc(NC(=O)CC3SC(N4CCCCC4)=NC3=O)cc2)c1 (configuration not stated)
→ 3%, -19%, -6%, -12%, 3%, -5%, -2.2, -4%, 6
COc1ccccc1CCC(=O)N1CCN(C(=O)c2ccccc2)CC1
→ 9%, -2%, 14%, -12%, 5%, 9%, 0.9, i, 1
COc1ccc(N2CCN(C(=O)CN(C3CCCCC3)S(C)(=O)=O)CC2)cc1
→ 12%, -4%, 4%, -10%, -1%, 13%, -0.6, -22%, -5
Cc1cc(NCc2ccc(F)cc2Cl)n2nnnc2n1
→ -2%, -12%, -6%, -7%, 12%, 9%, -2.1, -3%, -5
COC(=O)c1ccc(-c2c(-c3ccccc3)ncc3cc(OC)c(OC)cc23)cc1
→ 39%[activator], -6%, ?, -18%, 1%, 7%, -2.6, -20%, -3
